SMN2 splice enh: qHTS Assay for Enhancers of SMN2 Splice Variant Expression; HEK293 SMN2-luciferase splicing reporter, luminescence, 30-36 h; 210,000 compounds, 2.8% hits; Potency, µM (doses to about 46.1 µM), for inactives: top-dose activity change, positive = activation, most hits filed as activators; further: % of control where 0% means no effect; nearly all actives have a fitted effect of over 55% in size
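HEK293 cells carry an SMN2 […]–luciferase reporter in which exon 7 inclusion puts luciferase in frame. Cells were plated 10-12 h before compound addition, then incubated 30-36 h at 37C. ONE-Glo luminescence was read; sodium butyrate at 4.5 mM final served as control.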
Epigenetic derep: Quantitative High-Throughput Screen for Regulators of Epigenetic Control. Potency, µM (titrated, usually from 53.9 µM), inactives show at the top dose GFP activation, most hits filed as activators. 280,000 compounds, 0.2% hits. murine LDR cells, GFP reporter derepression, 30 h. AID 1865, 2009; further: % of control where 0% means no effect; nearly all actives have a fitted effect of over 60% in size
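Readout is the number of GFP-expressing murine LDR cells, counted by cytometry following washing. Cells were treated with compound for 30 h at 37 C; the stably integrated CMV-GFP locus is normally silent.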
* hit, by the source's call; ? = inconclusive; [ ] = another dose, or the depositor's remark. The call rests on the fitted dose curve; in most records, active means well fitted curve in the direction sought with a large enough effect; inconclusive means small, poorly fitted or top-dose-only effect, or another doubt; inactive means no such curve, though single readings can be large; an effect the other way counts as inactive or inconclusive. Potency means the concentration at half of the fitted maximal effect. The list is partial; rates above refer to the full screens.

SMILES	SMN2 splice enh	Epigenetic derep
Cc1ccc(C(=O)Nc2cccc(OCc3cc(=O)n4c5c(sc4n3)CCCC5)c2)cc1	-3%	?
Cc1ccc(C(c2cccc(Br)c2)c2c(C)[nH]c3ccccc23)s1 (stereo not drawn)	0%	4.1%
CCOC(=O)c1ccc(-c2ccc(/C=C(\C#N)C(=O)Nc3ccc(OCC)cc3)o2)cc1	-11%	0.8%
COc1ccc(C2CC(=O)c3cc(-c4nc(-c5cccc([N+](=O)[O-])c5)cs4)c(=O)n(-c4ccccc4N)c3C2)cc1 (stereo not drawn)	12%	?
CCOc1ccc(N2CC(c3nc4ccccc4n3Cc3cccc(Cl)c3)CC2=O)cc1 (stereo not drawn)	6%	-1.0%
CCOC(=O)C1CCN(C(=O)Cn2nc(C)n3c(cc4c(OC)cccc43)c2=O)CC1	-7%	0.0%
CC(=O)c1cccc(NC(=O)CN(c2cc(C)cc(C)c2)S(=O)(=O)c2c(C)noc2C)c1	-1%	1.1%
Cc1ccc2occ(CC(=O)N(Cc3ccccc3Cl)C3CCS(=O)(=O)C3)c2c1 (stereo not drawn)	-6%	-0.8%
Cc1ccc(NC(=O)Cn2c(=O)n(-c3ccc(Cl)c(Cl)c3)c(=O)c3c(C)c(C)sc32)c(C)c1	-2%	0.9%
Cc1ccc2oc(=O)n(Cc3ccccc3Cl)c2c1	-2%	8.1%
COc1ccc(N2CCN(C(=O)c3cn(C)c4ccc(S(=O)(=O)N5CCOCC5)cc4c3=O)CC2)cc1	-5%	2.3%
CCOC(=O)c1ccc(NC(=O)CCCc2nc(-c3ccccc3Cl)no2)cc1	5%	-1.9%
Cc1ccc(-c2cc(C(=O)Oc3ccccc3)c3cccc(C)c3n2)cc1	-2%	-0.8%
CCOC(=O)c1ccc(NC(=O)c2nc(SCc3ccc(F)cc3)ncc2Cl)cc1	3%	-3.1%
Cc1ccc(NC(=O)Nc2c(C)n(C)n(-c3ccccc3)c2=O)c(Cl)c1	-4%	3.8%
COc1c(Cl)cc(Cl)cc1C(=O)Nc1cccc2cccnc12	9%	1.1%
O=C(Nc1ccc(NC(=O)c2cc3ccccc3o2)cc1)c1ccccc1	-15%	-1.6%
Cc1oc2ccc(O)c(CN(C)Cc3ccccc3)c2c1C(=O)Nc1cccc(Cl)c1C	-11%	1.9%
CCCCSCCCNC(=O)C1CCN(Cc2nc(-c3ccc(CC)cc3)oc2C)CC1	2%	0.0%
CCOc1cc(C(=O)Nc2ccc(S(=O)(=O)Nc3cc(OC)nc(OC)n3)cc2)cc(OCC)c1OCC	-3%	-1.6%

Complete entries, looked up by structure. Order of values: SMN2 splice enh | Epigenetic derep
Results for Cc1oc2ccc(O)c(CN(C)Cc3ccccc3)c2c1C(=O)Nc1cccc(Cl)c1C → -11% | 1.9%
Results for COc1ccc(C2CC(=O)c3cc(-c4nc(-c5cccc([N+](=O)[O-])c5)cs4)c(=O)n(-c4ccccc4N)c3C2)cc1 (stereo not drawn) → 12% | ?
Results for CCCCSCCCNC(=O)C1CCN(Cc2nc(-c3ccc(CC)cc3)oc2C)CC1 → 2% | 0.0%
Results for CCOC(=O)c1ccc(NC(=O)CCCc2nc(-c3ccccc3Cl)no2)cc1 → 5% | -1.9%
Results for CCOc1cc(C(=O)Nc2ccc(S(=O)(=O)Nc3cc(OC)nc(OC)n3)cc2)cc(OCC)c1OCC → -3% | -1.6%

Continuation.
SMILES	SMN2 splice enh	Epigenetic derep
CC(C)CCNC(=O)CN1C(=O)c2cccnc2Oc2ccccc21	15%	0.0%
COc1ccccc1NC(=O)COc1ccc(-c2nn(C)c(=O)c3ccccc23)cc1	-14%	-1.0%
CCOc1ccc(NC(=O)C(=O)NCCc2ccccc2)cc1	-11%	-0.5%
CC(=O)Nc1nonc1-c1nc2ccccc2n1Cc1ccccc1Br	8%	-1.1%
COc1ccc(C(CNC(=O)COc2cc(C)c(Cl)c(C)c2)N2CCCCC2)cc1 (stereo not drawn)	5%	5.5%
CCN(c1ccccc1)S(=O)(=O)c1ccc(NC(=O)c2cc(=O)c3cc(C)ccc3o2)cc1	-4%	0.0%
CCOC(=O)c1cccc(NC(=O)c2cc3c(Cl)nc4ccc(C)cc4c3s2)c1	0%	-1.6%
CC(C)CCNC(=O)c1ccc2c(c1)N(Cc1ccccc1F)C(=O)c1ccccc1S2=O (stereo not drawn)	-1%	-0.3%
COc1cc(Cl)c(C)cc1NC(=O)CCc1nc2cccnc2n1-c1ccccc1	-11%	-1.1%
CC1=C(c2ccc(C)c(C)c2)S(=O)(=O)N(Cc2ccc(C(=O)NCc3cccc(C)c3)cc2)C1=O	3%	1.4%
O=C(Nc1c(C(=O)Nc2cccc(F)c2)oc2ccccc12)c1cc2ccccc2o1	12%	-0.9%
O=C(CSc1nnc2scc(-c3ccc(Cl)cc3)n12)Nc1ccc(F)cc1	-13%	-1.0%
COc1ccc(CCNC(=O)c2cc3c(s2)-c2ccccc2OC3)cc1OC	-45%[inhibitor]	0.0%
CCOC(=O)C1CCN(C(=O)Cn2nc(C)n3c(cc4sccc43)c2=O)CC1	22%	0.0%
CCN(CC)CCOC(=O)c1ccc(NC(=O)Cn2ncc3c2-c2cc(C)ccc2OC3)cc1	-1%	2.2%
COc1ccc(-c2nc(SCC(=O)NCC3CCCO3)c(-c3ccc(Cl)cc3)[nH]2)cc1 (stereo not drawn)	0%	7.1%
COc1cc(NC(=O)c2cc(Cl)c(OC)c(Cl)c2)ccc1NC(=O)c1cc2ccccc2o1	-3%	-0.8%
COc1ccc(S(=O)(=O)N(CC(=O)NC(C)c2ccccc2)c2ccc(C)cc2)cc1OC (stereo not drawn)	2%	-0.8%
COc1cc(C2C(C(=O)Nc3ccc(Cl)cc3)=C(C)Nc3nc(SC)nn32)cc(OC)c1OC (stereo not drawn)	3%	1.9%
COc1cc(OC)cc(C(=O)Nc2ccc3oc(-c4cccc5c(Br)cccc45)nc3c2)c1	-10%	3.2%
COc1ccc(NC(=O)c2sc3nc4c(cc3c2N)CCCCCC4)cc1	?	0.9%
CCOC(=O)CC(NC(=O)CCc1c(C)nc2c(-c3ccccc3)c(C)nn2c1C)c1ccc(C)cc1 (stereo not drawn)	-68%[inhibitor]	-1.1%
COc1ccccc1NC(=O)CCn1nc(-c2ccccc2)c2ccccc2c1=O	-3%	-1.0%
CCOC(=O)c1cccc(Nc2c3c(nc4ccccc24)CCC3)c1	-81%[inhibitor]	0.5%
Oc1c(Br)cc(Br)cc1-c1nc2ccccc2s1	-4%	0.0%
COc1ccc(-c2n[nH]c3c2C(c2ccc(O)cc2)N(c2ccc(Br)cc2)C3=O)cc1 (stereo not drawn)	-3%	-0.1%
COc1ccc(CNc2nc(-c3ccco3)nn2C(=O)c2ccccc2C)cc1	15%	1.9%
CC(C)OCCCNC(=O)CCCn1c(SCC(=O)c2ccc(F)cc2)nc2c(sc3ccccc32)c1=O	-5%	0.0%
COc1ccc(-n2nc(C(=O)N(C)c3cc(C)ccc3C)c3c4ccccc4n(C)c3c2=O)cc1Cl	-3%	-1.0%
CCCN(CCC)CCNC(=O)c1cc(-c2ccc(Br)s2)nc2ccccc12	-12%	-1.8%
COc1cccc(N2CCN(C(=O)CCc3c(C)nc4c(c3C)c(=O)n(C)c(=O)n4C)CC2)c1	-9%	-1.1%
CCCn1c(CCC(=O)Nc2cc(Cl)c(OC)cc2OC)nc2cccnc21	13%	-2.3%
CC(C)c1ccc(NC(=O)C(Cc2ccccc2)n2cccc2)cc1 (stereo not drawn)	-5%	0.0%
Cc1ccc(C(=O)Nc2c(C(=O)NCc3ccc(Cl)cc3)sc3nc(C)cc(C)c23)cc1	10%	12%
COC(=O)c1ccc(Cn2c(SCc3ccccc3)nc3ccncc32)cc1	5%	0.0%
Cc1ccccc1OCC(=O)N(Cc1ccc(C(C)C)cc1)C1CCS(=O)(=O)C1 (stereo not drawn)	-15%	1.0%
Fc1ccc(-c2nc(-c3cccs3)c(-c3cccs3)[nH]2)cc1	-12%	0.2%
Cc1ccc(CCNC(=O)c2oc(=O)c3ccccc3c2-c2ccc(C)cc2)cc1	-29%	-1.9%
CCOC(=O)Cn1cnc2c(cnn2-c2ccc(C)c(C)c2)c1=O	25%	4.4%
CCOC(=O)c1c(C)n(S(=O)(=O)c2ccc(C)cc2)c2ccc(NS(=O)(=O)c3ccc(C)cc3)cc12	2%	-1.7%
CCN1C(=O)c2ccccc2S(=O)(=O)c2ccc(C(=O)NCc3ccc(F)cc3)cc21	3%	-1.1%
Cc1ccn2c(=O)c(C(=O)NCc3ccccc3Cl)c(O)nc2c1	5%	0.0%
CC(C)c1ccc2occ(CC(=O)N(Cc3ccc(F)cc3)C3CCS(=O)(=O)C3)c2c1 (stereo not drawn)	-9%	-1.9%
Cc1ccc(-c2nc(S(=O)(=O)c3ccc(C)cc3)c(SCC(=O)Nc3ccc(F)cc3)o2)cc1	-2%	3.7%
CCS(=O)(=O)c1oc(-c2ccc(F)cc2)nc1S(=O)(=O)c1ccccc1	-105%[inhibitor]	-1.9%
O=C(CSc1nc(-c2ccccc2)[nH]c1-c1ccccc1)Nc1ccc2c(c1)OCCO2	-2%	2.6%
Cc1nc2nc(NC(=O)C(C)(C)C)[nH]n2c(=O)c1Cc1ccccc1	10%	-1.4%
CCN(CC)c1ccc(-n2nc3cc(C)c(NC(=O)c4ccccc4F)cc3n2)cc1	-3%	-1.0%
O=C(c1ccc2c(c1)N(Cc1ccc(F)cc1)C(=O)c1ccccc1S2(=O)=O)N1CCCCC1	-11%	0.0%
CCCN(CCC)CCNC(=O)Cn1cnc2sc(C)c(S(=O)(=O)N3CCN(c4ccccc4OC)CC3)c2c1=O	-4%	0.0%
Cn1c(=O)n(CC(=O)O)c(=O)c2c1nc1n2CCCN1c1ccc(Cl)cc1	-15%	0.0%
Cc1ccc(-c2cc3ncc(C(=O)c4cc(Cl)c(C)cc4O)cn3n2)cc1	7%	0.0%
CCc1nn(CC(=O)N2CCCCC2)c(=O)c2cc3sccc3n12	-2%	0.8%
CCOC(=O)C1CCN(C(=O)CSc2c3c(nc4ccc(Cl)cc24)CCCC3)CC1	-24%	-1.3%
CCOc1ccc(S(=O)(=O)N(C(=O)c2ccncc2)c2ccc3oc(C)c(C(=O)OC)c3c2)cc1	-60%[inhibitor]	3.6%
CCn1c(C(=O)Nc2ccc(C)cc2C)cc2sc(Cl)cc21	-33%[inhibitor]	1.4%
Cc1ccc(C)c(C(=O)N2CCC(c3nc4c(nnn4Cc4ccccc4)c(=O)[nH]3)CC2)c1	?	2.9%
COCCNc1cc(N2CCN(C3CCCCC3)CC2)c2noc3c2c1C(=O)c1ccccc1-3	-6%	-7.2%
Cc1cccn2c(=O)c3cc(C(=O)Nc4ccc(Cl)c(Cl)c4)sc3nc12	-7%	-0.9%
CC(=O)c1ccc(NC(=O)c2nc3nc(C)cc(C(F)F)n3n2)cc1	6%	0.1%

(next part)
SMILES	SMN2 splice enh	Epigenetic derep
CCc1cccc(CC)c1NC(=O)CN(C)S(=O)(=O)c1ccc2c(c1)n(C)c(=O)c(=O)n2C	0%	1.3%
O=C(c1ccccc1)N1CCCC(c2nc3c(nnn3Cc3ccc(F)cc3F)c(=O)[nH]2)C1 (stereo not drawn)	-4%	-3.2%
CCn1cc(C(=O)NCc2ccccc2OC)c(=O)c2cc(S(=O)(=O)N3CCCCCC3)ccc21	0%	0.8%
Nc1ccc2oc(Cc3ccc(Cl)cc3)nc2c1	-1%	0.8%
COc1ccc(C)cc1Nc1nc(N)c2cc(OC)c(OC)cc2n1	2%	0.0%
COc1ccc(-c2cc3nc(C4CCN(C(=O)OC(C)(C)C)CC4)c(C(=O)Nc4cc(Cl)cc(Cl)c4)cn3n2)cc1	-5%	-1.7%
Cc1nc2scc(C)n2c(=O)c1S(=O)(=O)Nc1ccc(N2CCN(S(C)(=O)=O)CC2)cc1	-33%[inhibitor]	0.1%
Cc1nc2c(-c3ccccc3)c(C)nn2c(C)c1CCC(=O)NCc1cccc(Cl)c1	1%	0.8%
Clc1ccc2nc(Nc3ccccc3Cl)nc(-c3ccccc3)c2c1	0%	0.3%
COc1ccccc1-c1cc(C(F)(F)F)nc(S(=O)(=O)CCCC(=O)Nc2cc(Br)ccc2O)n1	-82%[inhibitor]	-1.8%
CCCCC(CC)Cn1c(Oc2ccccc2)nc2c1c(=O)n(C)c(=O)n2C (stereo not drawn)	-10%	-1.3%
COc1ccc(-c2nsc(NC(=O)COc3ccccc3OC)n2)cc1	5%	-0.7%
CCn1cc(C(=O)NCCc2ccc(OC)c(OC)c2)c(=O)c2cc(S(=O)(=O)N3CCCCCC3)ccc21	14%	0.1%
COc1ccc(-c2cc(NCc3ccc(F)cc3)n3cnnc3n2)cc1	-7%	-2.7%
COc1ccc(NC(=O)CCn2nc(-c3ccc(Cl)cc3)c3ccccc3c2=O)cc1	-3%	-1.0%

3 records drawn at random from the list so far:
SMILES	SMN2 splice enh	Epigenetic derep
COc1ccc(-c2cc3nc(C4CCN(C(=O)OC(C)(C)C)CC4)c(C(=O)Nc4cc(Cl)cc(Cl)c4)cn3n2)cc1	-5%	-1.7%
COc1ccc(-c2nsc(NC(=O)COc3ccccc3OC)n2)cc1	5%	-0.7%
CCn1cc(C(=O)NCCc2ccc(OC)c(OC)c2)c(=O)c2cc(S(=O)(=O)N3CCCCCC3)ccc21	14%	0.1%

Source: PubChem BioAssay (National Center for Advancing Translational Sciences (NCATS))
